Screening results from PubChem.
Pol eta inh: qHTS for Inhibitors of Polymerase Eta; DNA polymerase eta (Homo sapiens), Q9Y253; recombinant Pol eta, fluorescent DNA replication assay; Potency, µM (highest dose often 114 µM), inactives show at the top dose activity change, negative = inhibition, usual class: inhibitors; 1.2% of 390,000 active; further: potency means the concentration at half of the fitted maximal effect; on the % scale 0 is the no-effect control and ±100 the full control effect
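Fluorescent replication assay: 50 nM final substrate added after a 15 min room-temperature compound preincubation with 10 nM enzyme. Signal taken at 0 min and again at 10 min.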
POLK inh: qHTS for Inhibitors of Polymerase Kappa; 0.53% of 400,000 active; Potency, µM (doses to about 107 µM), for inactives: at the highest dose activity, negative = inhibition, usual class: inhibitors; purified Pol kappa, fluorescent DNA synthesis assay, 10 min; DNA polymerase kappa (Homo sapiens), Q9UBT6; AID 588579, 2011; further: potency means the concentration at half of the fitted maximal effect; on the % scale 0 is the no-effect control and ±100 the full control effect
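10 nM Pol kappa was preincubated with compounds for 15 min at room temperature. Reaction started with 50 nM (final) substrate. Fluorescence read kinetically at 0 and 10 min.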
POLB inh: qHTS Assay for Inhibitors of DNA Polymerase Beta. Potency, µM (top dose mostly 114 µM), for the others: top-dose activity change, negative = inhibition, usual class: inhibitors. AID 485314, 2010. 1.3% of 340,000 active. Pol beta primer extension/strand displacement, fluorescence kinetic; further: potency means the concentration at half of the fitted maximal effect; on the % scale 0 is the no-effect control and ±100 the full control effect
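Enzyme-only controls used 10 nM Pol beta; buffer lacking enzyme served as negative control. Compound preincubated 15 min, then 50 nM substrate added; 0 and 10 min reads at room temperature.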
12-LOX inh: Primary qHTS assay for inhibitors of human arachidonate 12S-lipoxygenase (ALOX12): Round 2; Potency, µM (titrated, usually from 108 µM), inactives show top-dose activity change, negative = inhibition, most hits filed as inhibitors; purified 12hLO, xylenol orange hydroperoxide absorbance; 1.1% of 580,000 active; Polyunsaturated fatty acid lipoxygenase ALOX12 (Homo sapiens), P18054; further: potency means the concentration at half of the fitted maximal effect; on the % scale 0 is the no-effect control and ±100 the full control effect
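Hydroperoxide product was detected by ferrous iron/xylenol orange as the 573 to 405 nm absorbance ratio. Arachidonic acid at 40 uM (final) was turned over for 30 min at room temperature by 150 nM human 12hLO, pH 7.0 Hepes buffer, after 15 min compound preincubation.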
APEX1 inh: qHTS Assay for Inhibitors of the Human Apurinic/apyrimidinic Endonuclease 1 (APE1); DNA repair nuclease/redox regulator APEX1 (Homo sapiens), P27695; recombinant APE1, TAMRA/BHQ-2 abasic DNA cleavage fluorescence; Potency, µM (doses to about 65.8 µM), inactives show top-dose activity change, negative = inhibition, usual class: inhibitors; 0.35% of 350,000 active; AID 2517, 2012;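 further: potency means the concentration at half of the fitted maximal effect; plate controls were vehicle for no effect and reference inhibitor for full effect; nearly all actives have a fitted effect of over 55% in size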
Target sequence (P27695 whole entry, looked up): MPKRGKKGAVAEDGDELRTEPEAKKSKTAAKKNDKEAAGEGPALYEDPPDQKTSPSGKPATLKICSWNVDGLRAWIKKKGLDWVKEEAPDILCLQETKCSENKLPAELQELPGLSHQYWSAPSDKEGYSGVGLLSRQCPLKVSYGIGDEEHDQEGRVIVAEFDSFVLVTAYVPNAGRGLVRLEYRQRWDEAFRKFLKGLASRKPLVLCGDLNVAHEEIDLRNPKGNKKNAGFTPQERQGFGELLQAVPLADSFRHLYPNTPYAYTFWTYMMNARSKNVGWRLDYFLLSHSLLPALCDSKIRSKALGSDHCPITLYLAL
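Step 1: APE1 (0.75 nM) with compound, 15 min RT. Step 2: add 50 nM fluorophore/quencher THF duplex. Step 3: three fluorescence reads 60 s apart (525/598 nm); read 3 minus read 1 = reaction progress.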
Apoferritin bind: qHTS Assay for Identification of Novel General Anesthetics; Ferritin light chain (Equus caballus), P02791; apoferritin/1-aminoanthracene competitive binding, fluorescence; Potency, µM (series often up to 77.5 µM), inactives show at the top dose activity change, negative = displacement, hits mostly inhibitors; 0.074% of 350,000 active; further: potency means the concentration at half of the fitted maximal effect; on the % scale 0 is the no-effect control and ±100 the full control effect; nearly all actives have a fitted effect of over 20% in size
Target sequence (P02791 2-175 limits assumed): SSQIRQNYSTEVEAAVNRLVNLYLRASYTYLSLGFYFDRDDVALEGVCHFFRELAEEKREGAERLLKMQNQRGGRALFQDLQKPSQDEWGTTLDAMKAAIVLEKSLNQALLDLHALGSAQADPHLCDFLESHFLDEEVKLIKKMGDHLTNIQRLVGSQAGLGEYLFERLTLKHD
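In PBS, apoferritin at 10 uM is loaded with 1-AMA from a 50% saturated solution. After 10 min of compound exposure at ambient temperature, reduced 535 nm fluorescence indicates probe displacement.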
LDHA block: qHTS assay for inhibitors of human lactate dehydrogenase; L-lactate dehydrogenase A chain (Homo sapiens), P00338; activity change, % (values are at about 110 or 230 µM); purified LDHA, NADH/diaphorase-resazurin fluorescence; hits give low values; 0.15% of 480,000 active; in the data active means activity change below about -30%; inconclusive means mostly about -25% to -30%;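 further: plate controls were DMSO wells for no effect and wells without enzyme for full effect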
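Enzyme activity of human lactate dehydrogenase 5 (2 nM; 0.06 mM NADH, 0.2 mM pyruvate, 5 min, RT) is measured via a resazurin/diaphorase fluorescence readout of residual NADH.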
ERG-DNA inh: qHTS for Small Molecule Inhibitors of the ERG Ets/DNA interaction; fluorescence polarization, His-ERG Ets domain / labelled DNA; AID 624246, 2012; Potency, µM (series often up to 76.9 µM), for the others: at the highest dose FP activity, negative = inhibition, usual class: inhibitors; 0.028% of 370,000 active; Transcriptional regulator ERG (Homo sapiens), P11308; active means well fitted inhibition curve with a large enough effect in the polarisation, with a control signal flat; inconclusive means small, poorly fitted or top-dose-only effect, or effect the other way, or a change in a side signal; inactive means no such curve, though single readings can be large or run the other way; the % refers to the polarisation;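 further: polarization taken with two DNA probes labelled with fluorescein and Texas red; potency means the concentration at half of the fitted maximal effect; % of control where 0% means no effect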
Target sequence (P11308 whole entry, looked up, the tested form may be a part): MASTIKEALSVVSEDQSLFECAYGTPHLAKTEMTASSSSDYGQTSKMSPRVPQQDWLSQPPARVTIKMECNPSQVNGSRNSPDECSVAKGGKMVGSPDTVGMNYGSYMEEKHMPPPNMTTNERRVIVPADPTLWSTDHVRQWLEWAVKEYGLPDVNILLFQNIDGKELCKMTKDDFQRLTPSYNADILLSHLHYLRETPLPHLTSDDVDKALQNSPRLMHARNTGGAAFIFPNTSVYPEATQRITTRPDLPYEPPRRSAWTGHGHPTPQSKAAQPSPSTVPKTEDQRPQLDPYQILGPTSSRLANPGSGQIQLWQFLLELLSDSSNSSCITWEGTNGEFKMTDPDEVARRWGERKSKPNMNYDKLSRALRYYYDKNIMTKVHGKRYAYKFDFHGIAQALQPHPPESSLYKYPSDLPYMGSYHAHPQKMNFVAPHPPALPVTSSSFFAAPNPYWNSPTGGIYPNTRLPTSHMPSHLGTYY
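His-tagged ERG Ets domain (1 uM in the protein solution; 300mM KCl, 50mM Tris-HCl, 1mM EDTA, 1mM DTT, pH 7.5) received compound, then a probe mix of 5 nM fluorescein-DNA and 100nM Texas-615-DNA. Fluorescence polarization was read for both dyes.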
RGS4 inhibitor: Inhibitors of Regulator of G Protein Signaling (RGS) 4: qHTS. Regulator of G-protein signaling 4 (Homo sapiens), P49798. Transcreener GDP fluorescence polarization, RGS4-accelerated GTP hydrolysis. Potency, µM (highest dose often 114 µM), for inactives: top-dose activity change, negative = inhibition, actives largely listed as inhibitors. 0.039% of 390,000 active; further: potency means the concentration at half of the fitted maximal effect; on the % scale 0 is the no-effect control and ±100 the full control effect; nearly all actives have a fitted effect of over 75% in size; some results filed as inactive show a strong effect at the top dose
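MLSMR compounds (23 nl, pin-transferred) preincubated 10 min at room temperature with a 500nM (2x) first reagent, then RGS4 at 900nM (2x) plus Transcreener GDP mix added; fluorescence polarization (620/688 nm) read before and after 90 min at 30 °C.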
The depositor's hits bear a star; i = inactive; u = inconclusive; x = not tested or not shown; [ ] = remark or other dose. Unless noted, the call rests on the fitted dose curve; in most records, active means well fitted curve in the direction sought with a large enough effect; inconclusive means small, poorly fitted or top-dose-only effect, or another doubt; inactive means no such curve, though single readings can be large; an effect the other way counts as inactive or inconclusive.

SMILES | Pol eta inh | POLK inh | POLB inh | 12-LOX inh | APEX1 inh | Apoferritin bind | LDHA block | ERG-DNA inh | RGS4 inhibitor
CCC(CO)NC1=CC(=O)CCC1 (centres undefined) | -1.6% | 1.0% | 1.2% | -4.8% | -2.6% | 2.0% | 14.4 | 12.9% | 0.0%
Cc1nn2c(NCCCN3CCOCC3)c3c(nc2c1-c1ccccc1)CCC3 | 6.2% | -4.7% | 3.8% | 8.6% | -1.7% | -13.3% | -1.7 | 9.6% | 6.8%
Brc1ccccc1OCCOc1cccc2cccnc12 | -22.6% | -12.4% | 17.3% | 4.0% | 2.1% | -7.6% | -3.0 | 1.7% | 2.4%
O=C1CN(C(=O)COc2ccc(Cl)cc2)C(c2ccc(F)cc2)c2cc(Br)ccc2N1 (centres undefined) | -8.5% | -5.1% | 15.0% | 1.3% | x | -0.6% | -2.2 | 9.8% | -25.6%
COCCn1c(C)cc(/C=C2/NC(=O)N(c3cccc(Cl)c3)C2=O)c1C | -22.5% | -10.2% | -22.9% | u | 2.4% | -12.1% | -0.3 | 11.5% | -27.0%
O=C(NCC(c1cccnc1)N1CCOCC1)c1ccco1 (centres undefined) | -4.7% | 0.0% | 3.3% | 0.0% | 0.5% | -5.4% | 10.7 | -4.0% | 12.3%
CCOC(=O)N1CCN(C(=O)CCc2ccc(S(=O)(=O)NC(C)(C)C)cc2)CC1 | -18.0% | 5.3% | 14.1% | i | -4.8% | -8.2% | -0.5 | -20.0% | -13.6%
Cc1cccc(NC(=S)N2CCCCC2c2cccnc2)c1C (centres undefined) | -16.0% | -11.0% | -4.5% | -2.0% | -2.2% | -5.8% | -6.7 | 2.9% | 4.7%
CC(=O)Nc1ccc(C(=O)OCC(=O)NC2CCCCCCC2)cc1 | -0.8% | -2.1% | 0.3% | 7.6% | 9.3% | u | -5.6 | 4.0% | 1.3%
O=[N+]([O-])c1cccc(-c2nc3ccccc3s/c2=N/O)c1 | -11.7% | -0.5% | -4.3% | 0.0% | 0.3% | -3.3% | -8.4 | 7.1% | 18.1%
CN(C)c1ccc(C(=O)Nc2cc(C(F)(F)F)ccc2-n2cncn2)cc1 | 3.6% | -9.1% | -10.2% | 26.1% | -3.1% | 54.6%[activator] | -1.9 | 11.6% | -1.4%
COc1cccc(C(C(=O)NCC2CCCO2)N(CC2CCCO2)C(=O)CN2C(=O)c3ccccc3S2(=O)=O)c1 (centres undefined) | -26.4% | 3.5% | 3.3% | 2.9% | 1.2% | -7.8% | -6.8 | -1.3% | 5.7%
O=C(Cn1cnc2c(nnn2-c2ccc(F)cc2)c1=O)N1CCCc2ccccc21 | -5.9% | -3.4% | 7.0% | -1.6% | 19.1% | -8.3% | 4.6 | x | -28.0%
O=C(O)COn1c(-c2ccccc2)nc2ccc(Cl)cc21 | -13.5% | -9.0% | -2.4% | -0.3% | 1.1% | -5.2% | -9.5 | 2.6% | 6.0%
Cc1ccc(NS(=O)(=O)c2c(C(=O)N3CCCCCC3)c(C)n(C)c2C)c(C)c1 | -10.6% | -17.6% | 0.4% | 8.5% | 6.3% | -1.8% | -3.0 | -6.5% | -16.8%
O=C(CSc1nc2ccccc2s1)Nc1ccc(C(=O)O)cc1 | 15.6% | 4.5% | -9.2% | 23.8% | -3.7% | -7.6% | -2.3 | 3.7% | 4.2%[11.4 µM]
CCCC(=O)Nc1cccc(NC(=O)CN2CCN(c3ccccc3OC)CC2)c1 | -1.0% | 0.3% | 13.7% | 472.1%[activator] | 4.3% | -10.5% | -2.0 | -14.6% | 1.6%
CC(=O)c1cccc(NC(=O)C(C)n2c(=O)cc(-c3ccccc3)c3c(C)nn(C)c32)c1 (centres undefined) | -14.4% | -13.3% | 3.5% | u | x | 54.6%[activator] | -5.1 | 1.4% | 1.9%
NC(=O)c1ccc(C(F)(F)F)n(Cc2ccc(F)c(F)c2)c1=O | -16.5% | -1.2% | -1.3% | u | -2.7% | -19.0% | 0.8 | -7.2% | u
CCOc1ccc(-c2csc(NC(=O)C3CCCO3)n2)cc1 (centres undefined) | -12.1% | -8.1% | 0.0% | -14.3% | 8.8% | 84.8%[activator] | 2.8 | 5.4% | 0.1%
CCn1cc2nc(SCC(=O)Nc3cc(OC)ccc3OC)n(Cc3ccc(Cl)cc3)c(=O)c2n1 | -20.5% | -5.1% | 1.6% | -18.8% | x | -2.4% | -3.7 | -2.0% | -48.3%
Cc1ccc(-c2ccc(/C=N/NC(=O)Cc3nnc(N)s3)o2)cc1Cl | -17.1% | 0.6% | -11.4% | -13.4% | -8.4% | -20.7% | -3.2 | -3.3% | -20.7%
Cc1c(CC(=O)O)c(=O)oc2c(C)c(OCc3ccc(F)cc3Cl)ccc12 | -21.6% | 0.5% | u | -22.0% | -15.7% | 6.9% | -5.4 | -24.1% | -5.1%
CCCCNC(=O)c1c(O)c2cccc3c2n(c1=O)CCC3 | -16.2% | -9.8% | 0.3% | 29.3% | 2.4% | 2.4% | 1.4 | -3.4% | 30.9%
COc1ccc(C(NC(=O)CNC(C)=O)C(=O)Nc2ccc3c(c2)OCCO3)cc1 (centres undefined) | -9.5% | 3.9% | 49.6% | 0.9% | 2.6% | -13.1% | -1.3 | 2.4% | -4.2%
c1ccc(OCc2nc3ccccc3s2)cc1 | -7.6% | -4.8% | -11.0% | -16.3% | 1.0% | -17.5% | -5.6 | 2.9% | -13.0%
COc1cc(CNC(=O)c2cc3n(n2)CCCN(Cc2ccc(C)cc2)C3=O)cc(OC)c1OC | -7.0% | -11.0%[60.1 µM] | -0.7% | 1.9% | x | 1.9% | 3.2 | 0.1% | 3.5%
CN(C)c1cc2c(Nc3ccc4c(cnn4Cc4ccccc4)c3)ncnc2cn1 | u | u | -6.4%[57.1 µM] | x | u | x | x | x | -0.1%[56.9 µM]
O=C(N[C@@H](Cc1ccccc1)C(=O)OCc1ccccc1)c1nc[nH]c1C(=O)N[C@@H](Cc1ccccc1)C(=O)OCc1ccccc1 | -24.5% | 5.4% | -9.5% | 9.7% | 19.1% | 30.8%[activator] | 0.2 | 4.1% | 25.6%
CCN(C(=O)CSc1nc(-c2ccccc2)no1)c1ccccc1 | -19.8% | -5.2% | -4.6% | -14.2% | x | -5.4% | 2.8 | -2.3% | -24.5%
COc1ccc(OCCn2c(N)nc3ccccc32)cc1 | -2.4% | -11.0% | 2.0% | -10.6% | 7.9% | -4.0% | -5.5 | 10.9% | -8.9%
CCc1ccc(NS(=O)(=O)c2ccc3[nH]cc(C(=O)NCCc4ccccc4)c(=O)c3c2)cc1 | u | -19.1% | u | -6.2% | x | -6.7% | -7.6 | 8.1% | -15.1%
COc1ccc(Oc2cc(C)nc(Cl)n2)nn1 | -4.5% | -14.4% | 2.4% | -15.0% | 8.2% | -1.0% | -15.1 | -5.3% | 1.4%
COc1cc2c(cc1O)CCN(C(=O)CSc1nncn1C)[C@@H]2C | -1.7% | 9.4% | x | -3.6% | 17.7% | x | 1.5 | 10.0% | 5.5%
CC1CCCC(NC(=O)C2CCN(S(=O)(=O)c3cnc[nH]3)CC2)C1C (centres undefined) | -10.1% | -4.4% | -11.0% | -13.2% | 14.9% | -3.1% | -2.5 | 9.9% | 10.1%
O=C(Nc1cccc(F)c1)N1CCN(C/C=C/c2ccccc2)CC1 | -4.1% | -0.2% | -11.8% | 0.3% | -4.2% | -19.9% | -4.8 | -10.5% | -6.9%
Cc1ccccc1NC(=O)NC1(C(=O)N2CCC(C(N)=O)CC2)CCCCC1 | -16.4% | -10.4% | 7.5% | -1.7% | 23.2% | -5.2% | -17.8 | -4.4% | 6.1%
O=C(CCS(=O)(=O)c1cccc2nsnc12)N1CC(=O)N(CCc2ccccc2)C(=O)C1 | 11.1% | -19.4% | -1.7% | u | -3.8% | 4.6% | 2.4 | 3.0% | 5.5%
c1cc2c(cc1-c1[nH]ncc1CN1CC3C[C@@H]4CC1C[C@H](C3)C4)OCO2 | -18.5% | 7.1% | 1.4% | 0.3% | -0.2% | -11.8% | -3.6 | 4.4% | -8.5%
Cc1cc(-n2c(SCC(=O)NCCC3=CCCCC3)nc3n[nH]c(C)c3c2=N)ccc1Cl | -0.9% | -7.1% | 16.5% | -1.8% | 77.6%[activator] | u | -9.1 | -2.1% | -8.1%

Compounds listed so far with bromine (2):
SMILES | Pol eta inh | POLK inh | POLB inh | 12-LOX inh | APEX1 inh | Apoferritin bind | LDHA block | ERG-DNA inh | RGS4 inhibitor
Brc1ccccc1OCCOc1cccc2cccnc12 | -22.6% | -12.4% | 17.3% | 4.0% | 2.1% | -7.6% | -3.0 | 1.7% | 2.4%
O=C1CN(C(=O)COc2ccc(Cl)cc2)C(c2ccc(F)cc2)c2cc(Br)ccc2N1 (centres undefined) | -8.5% | -5.1% | 15.0% | 1.3% | x | -0.6% | -2.2 | 9.8% | -25.6%

Some of the compounds tested, so the mix of outcomes need not match the whole.
